Pf gamet viab – inhibitors of late stage P. falciparum gametocyte viability | inhibition, % at 10.9 µM | P. falciparum stage V gametocytes, ATP luminescence, 24 h | 150,000 compounds, 0.065% hits;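 active = inhibition above the mean plus 3 SD of compounds within the control limits, set per campaign, cut at about 38% in these data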;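 note: 0% = DMSO wells and 100% = medium only without gametocytes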
Avidin bead fluor – avidin bead compound fluorescence profile; fluorescence (KMESF) at 10 µM; Avidin beads, compound fluorescence 488/530 nm, flow cytometry; stronger effect = higher value; 220,000 compounds, 0.38% hits; in the data active = fluorescence above about 47; note: inactives centre near 10
An asterisk follows results filed as active.

SMILES	Pf gamet viab	Avidin bead fluor
Cc1ccc(C)c2[nH]c(=O)c(CN(CC3CCCO3)C(=S)NCc3ccco3)cc12 (stereo not drawn)	-12	7
c1ccc(Cn2c[n+](Cc3ccccc3)cn2)cc1	3	5
C(=C\c1ccccc1)/CSc1nc2ncccc2[nH]1	6	6
Cc1nn(Cc2cccc(C(N)=O)c2)c(C)c1Br	2	6
N#Cc1ccc(Oc2ccc(C(F)(F)F)cc2NC(=O)c2ccc(F)cc2)cc1	3	4
COc1ccccc1-n1cc(C(=O)NCC(=O)N2CCN(c3ccccn3)CC2)c2ccccc2c1=O	-29	8
COc1cc(/C=N\Nc2nc(-c3ccc(C)cc3)c(NC(C)=O)s2)ccc1O	0	3
CCOC(=O)N1CCC(NS(=O)(=O)c2ccc(C)c(Cl)c2)CC1	11	8
Cc1cc([N+](=O)[O-])nn1Cc1ccc(C(=O)N/N=C/c2ccc(F)cc2)cc1	5	9
O=C(c1ccccn1)c1ccc2ccccc2n1	5	7
CSc1sc(-c2ccnc(=S)[nH]2)c(-c2ccccc2)c1C#N	-22	26
Cc1cccc(Nc2nc(N)nc(CCl)n2)c1C	2	7
CC(NC(=O)c1cccnc1)C(c1cccs1)N1CCN(c2ccccc2F)CC1 (stereo not drawn)	0	7
CCN(CC)CCn1c(=N)n(CC(=O)c2ccc(Br)s2)c2ccccc21	-9	6
CC1CCCN(C(=O)C2CCC(CNc3c(N4CCCCC4)c(=O)c3=O)CC2)C1 (stereo not drawn)	-15	7
CC(=O)Nc1ccc(S(=O)(=O)Oc2ccccc2N2CCCCC2)cc1	4	8
O=C(O)c1cc(N/N=C/c2cccnc2)ccc1Cl	-2	9
CCOc1ccc(Br)cc1CN(CC)CC	-6	7
N/C(=N\OC(=O)c1cccc(Cn2cc(C(F)(F)F)ccc2=O)c1)c1ccccc1	0	4
O=C(CSc1cccc2cccnc12)N/N=C/c1ccc(O)cc1	9	5
CN(C)C(=O)CSc1nnc([C@H](Cc2ccccc2)NC(=O)OC(C)(C)C)o1	4	7
COc1ccccc1N1CCN(C(=O)c2ccc(Cn3c(=O)[nH]c4ccsc4c3=O)cc2)CC1	-4	5
O=C(O)c1ccc2c(c1)SC1=NS(=O)(=O)CCN12	-2	6
CCc1c(O)nc(SCC(=O)Nc2nc3ccccc3s2)n(-c2ccccc2)c1=O	7	7
Cc1nnc(NC(=O)c2ccccc2-c2ccccc2C(=O)O)s1	10	4

Looked up by compound from above, 5 records:
SMILES	Pf gamet viab	Avidin bead fluor
Cc1ccc(C)c2[nH]c(=O)c(CN(CC3CCCO3)C(=S)NCc3ccco3)cc12 (stereo not drawn)	-12	7
C(=C\c1ccccc1)/CSc1nc2ncccc2[nH]1	6	6
CC(NC(=O)c1cccnc1)C(c1cccs1)N1CCN(c2ccccc2F)CC1 (stereo not drawn)	0	7
CCOC(=O)N1CCC(NS(=O)(=O)c2ccc(C)c(Cl)c2)CC1	11	8
CN(C)C(=O)CSc1nnc([C@H](Cc2ccccc2)NC(=O)OC(C)(C)C)o1	4	7

New compounds follow.
SMILES	Pf gamet viab	Avidin bead fluor
O=C(CSc1nc2ncc(Cl)cc2[nH]1)NCC(=O)Nc1ccc(F)c(F)c1F	2	6
NC(=O)c1sc2nc3c(cc2c1N)CCCCCC3	-4	4
C/C=C/C=C\C(=O)Nc1cccc(C2=NOC3(C2)C[C@H](C(N)=O)N(C(=O)/C=C/C)C3)c1 (stereo partly drawn)	12	7
COc1ccc(Cl)cc1S(=O)(=O)N1CCC(O)(c2ccc(Cl)cc2)CC1	-10	9
CCOC(=O)N1CCc2c(sc(NC(=O)CN(CC)CC)c2C#N)C1	-33	9
COc1ccc(OC)c(/C=C2\SC(=S)N(C(C(=O)O)c3ccccc3)C2=O)c1 (stereo not drawn)	1	3
COc1ccc(-c2csc(NC(=S)NC(=O)c3ccccc3)n2)cc1Br	-4	6
Cc1cc(NC(=O)COC(=O)[C@@H](NS(=O)(=O)c2ccc(Br)cc2)C(C)C)no1	0	9
CC(C)(C)n1cn[nH]c1=S	-3	8
CC1=CC(C)C(/C=N/N=C(N)N)C(C)C1 (stereo not drawn)	11	3
C=CCNC(=S)N1CCN(S(=O)(=O)c2ccc(C)cc2)CC1	19	8
CCCCC#Cc1ccc(C(=O)NNC(=O)Nc2cc(Cl)cc(Cl)c2)o1	-12	6
O=C(Nc1ccc(-c2cn3c(n2)SCC3)cc1)c1ccco1	-12	7
O=C(NCc1csc(-c2cccs2)n1)C1CCCCC1	-11	3
Cc1cc(CO)nn1-c1ccc([N+](=O)[O-])cc1	17	4
O=C(CN1c2ccccc2Sc2ccccc21)N/N=C/c1ccc(Cl)cc1Cl	1	11
Fc1ccc(-c2cc(C(F)(F)C(F)F)[nH]n2)cc1	0	79*
CC1CCCC(C)N1S(=O)(=O)c1ccc(S(=O)(=O)N2CCOCC2)cc1 (stereo not drawn)	19	8
O=C(c1ccc(F)cc1)N1CCN(c2ccc(N3CCOCC3)nn2)CC1	-26	8
CCN(CC)CCOC(=O)c1cccc2c1-c1ccccc1C2O (stereo not drawn)	-5	8
CC(=O)Nc1ccc(C)c(NC(=S)Nc2ccc(F)cc2)c1	11	2
Cc1ccc(OCc2nc(-c3ccccc3)no2)cc1	7	6
CCn1c(SCC(=O)N/N=C(\C)c2ccncc2)nnc1-c1ccc(C)cc1	-13	6
O=C(N=C1N=C2C=CC=CN2Cc2ccccc21)c1ccc(S(=O)(=O)N2CCCC2)cc1	24	9
O=C(/C=C/c1cccs1)Nc1nncs1	-3	8
Remaining list, next part:
SMILES	Pf gamet viab	Avidin bead fluor
O=c1oc2cc([N+](=O)[O-])ccc2nc1/C=C(\O)c1cccc(Br)c1	-48	7
COc1ccc(CNC(=O)C2=CCN(S(=O)(=O)c3ccc(C)cc3)CC2)cc1	-21	7
CCCOc1ccc(C2C3=C(Nc4nc(N)[nH]c(=O)c42)c2ccccc2C3=O)cc1 (stereo not drawn)	8	9
O=C(CC1C(=O)NCCN1Cc1ccc(Cl)c(F)c1)NCCc1cccnc1 (stereo not drawn)	12	12
Cc1cc(C(=O)NCc2ccc(F)cc2)n(-c2ccccc2)n1	1	5
Cc1c(-c2nc(-c3ccncc3)no2)cccc1[N+](=O)[O-]	-8	6
CCS(=O)(=O)N1CCN(c2ccnc3cc(Cl)ccc23)CC1	-6	5
Cc1ccc(C)c(-n2c3nc(=O)n(C)c(=O)c-3cc3ccccc32)c1	1	8
Cc1ccc(-c2nn(CC(=O)NN3CCOCC3)c(=O)c3ccccc23)cc1	12	4
Cc1ccc(S(=O)(=O)N2CCOC2CNC(=O)C(=O)NCc2ccncc2)cc1 (stereo not drawn)	-11	7
Nc1nnc(/C=C/c2ccccc2Cl)s1	-1	6
Cc1ccc(S(=O)(=O)NNC(=O)c2c(O)c3ccccc3[nH]c2=O)cc1	-1	7
Cc1nc(N2CCOCC2)nc(Oc2ccccc2F)c1[N+](=O)[O-]	4	7
CCc1ccc(CN2CCCC(CCC(=O)N3CCN(c4ccccn4)CC3)C2)o1 (stereo not drawn)	13	4
CC(=O)n1cc(N(C(=O)CCl)c2ccc([N+](=O)[O-])cc2)c2ccccc21	-45	6
O=C(COC(=O)c1ccccc1O)Nc1cc([N+](=O)[O-])ccc1Cl	-16	5
O=C(Nc1nnc(C2CC2)s1)c1cccnc1Oc1ccc(Cl)cc1	-18	11
Cc1cc(Br)ccc1SCC(=O)OCC(=O)c1c(N)n(C)c(=O)n(C)c1=O	1	6
C/C(=N\O)C(C)(C)Nc1ccccc1F	11	8
O=C(c1ccc(F)cc1F)C1CCN(c2ccc([N+](=O)[O-])cn2)CC1	-5	7
O=C(Nc1cnccc1C(F)(F)F)NC1CCCCC1	4	5
COc1cc2c(C(=O)NCCN(C)C)cn(CC(C)C)c(=O)c2cc1OC	-13	7
C/C(=N/NC(=O)CN1CCN(S(=O)(=O)c2ccc(C)cc2)CC1)c1cccc(O)c1	6	6
CCN(CC)CCN1C(=O)C(=O)/C(=C(/O)c2ccc(OC(C)C)cc2)C1c1cccs1 (stereo not drawn)	-8	8
CCOC(=O)c1ccc(CSC(=N)N)o1	-9	8

Some values from above.
O=C(COC(=O)c1ccccc1O)Nc1cc([N+](=O)[O-])ccc1Cl in Avidin bead fluor is listed with 5
CCc1ccc(CN2CCCC(CCC(=O)N3CCN(c4ccccn4)CC3)C2)o1 (stereo not drawn) in Pf gamet viab is listed with 13
COc1cc2c(C(=O)NCCN(C)C)cn(CC(C)C)c(=O)c2cc1OC in Avidin bead fluor is listed with 7
Cc1ccc(S(=O)(=O)NNC(=O)c2c(O)c3ccccc3[nH]c2=O)cc1 in Avidin bead fluor is listed with 7
Nc1nnc(/C=C/c2ccccc2Cl)s1 in Pf gamet viab is listed with -1
O=C(CC1C(=O)NCCN1Cc1ccc(Cl)c(F)c1)NCCc1cccnc1 (stereo not drawn) in Pf gamet viab is listed with 12

The listing continues.
SMILES	Pf gamet viab	Avidin bead fluor
CC1(NC(=O)Nc2ccccc2)CCS(=O)(=O)C1 (stereo not drawn)	14	3
O=C(COC(=O)c1ccc(S(=O)(=O)Nc2ccccc2)cc1)NCC1CCCO1 (stereo not drawn)	23	10
Clc1ccc(C2[C@H]3CN(Cc4cccnc4)[C@H](c4ccccc4)C34CC2(c2ccccc2)C4)cn1 (stereo partly drawn)	0	9
CC(C)c1nc2oc3c(=O)[nH]cnc3c2c2c1COC(C)(C)C2	-13	8
CNC(=S)N1N=C2c3ccccc3CCC2C1c1ccccc1Cl (stereo not drawn)	1	5
CC1CCCCC1NC(=O)C1CCC(CNc2c(N3CCCCC3)c(=O)c2=O)CC1 (stereo not drawn)	-9	5
COc1ccc(/C=N/Nc2nn3cnnc3c3ccccc23)cc1	6	3
O=C(Cc1nn[nH]n1)Nc1ccc(F)cc1F	1	9
COc1cc(/C=C/C(=O)OCC(=O)N2CC(=O)Nc3ccccc32)ccc1O	-2	8
Cc1ccc2cc(/C=N/NC(=O)[C@@H]3CCCN3)c(Cl)nc2c1	-26	7
CCOC(=O)c1oc2nc(CC(C)C)c3c(c2c1N)CCCC3	13	3
Cc1cnn(Cc2cccnc2)c1N	7	6
O=C(CSc1n[nH]c(=O)n1Cc1ccco1)Nc1ccccc1Cl	2	6
O=C(N/N=C/c1ccccn1)c1cccnc1	1	16
COc1ccc(CNC(=O)CCc2c(C)nc3cc(-c4ccccc4OC)nn3c2C)cc1	27	6
COc1ccc(C(=O)C2CCCN(C(=O)c3cnsn3)C2)c(C)c1 (stereo not drawn)	-39	6
CCCN1CCC(=O)N([C@H](CSc2ccc(OC)cc2)Cc2ccccc2)CC1	-18	7
CCOc1ccccc1NC(=O)Nc1cccc(NC(C)=O)c1	-25	5
Cc1nc(C)c(C(=O)N/N=C/c2cc(Br)ccc2O)s1	-26	7
COc1ccc(NC(=O)O/N=C/c2c(C)nn(C(C)(C)C)c2C)cc1	-15	7
CCOc1ccc(S(=O)(=O)NCCC(=O)OCC(=O)Nc2cc(C)on2)cc1	5	8
Cc1nc2c3c(sc2c(=O)[nH]1)NC(=O)CC3c1ccccc1Cl (stereo not drawn)	13	7
CSc1nc(C)nc(C2CC2)c1C#N	-16	6
O=C(/C=C/c1ccco1)NCc1ccco1	13	8
Clc1ccc(-c2cc(-c3ccccn3)on2)c(Cl)c1	3	6
Going on with the list.
SMILES	Pf gamet viab	Avidin bead fluor
Oc1c(C=Nc2ccccc2Cl)[nH]c2ccccc12	-13	4
Cc1ccc(CNS(=O)(=O)c2ccc(C(F)(F)F)cc2)n1C	-9	6
COc1ccc(C(=O)/C=C/c2ccc(N(C)C)cc2)c(OC)c1	-26	5
COC(=O)C1C(O)=C(C(C)=Nc2cccc3ccccc23)C(=O)CC1(C)C (stereo not drawn)	-8	5
CSC(=Nc1ccccc1)Nc1ccccc1	-8	9
CN(C)C(=S)Nc1ccc(Cl)cc1	-18	9
COc1cc(OC)c2ccc(=O)oc2c1C(CCN1CCCC(C)C1)c1ccc2c(c1)OCO2 (stereo not drawn)	3	10
Fc1ccc(Nc2nnc(C(F)(F)F)s2)cc1	-7	3
NNC(=S)NCc1ccco1	3	8
CC(C)[C@H](NC(=O)NCc1ccc(F)cc1)C(=O)O	8	6
CC1CC(C)(C)n2c(O)c(N=NC(N)=S)c3cccc1c32 (stereo not drawn)	5	8
COc1ccc2c(c1OC)C(=O)OC2Nc1nc2ccccc2s1 (stereo not drawn)	1	3
CC(C)(C)OC(=O)NCCc1nnc(SCc2ccccc2)o1	-20	7
COc1cc(OC)c(/C=N/NC(=O)Cn2nc([N+](=O)[O-])cc2C)c(OC)c1	4	5
Cc1cc(=S)c2ccccc2[nH]1	-20	7
CCN1CCN(Cc2ccc(NC(=O)c3ccc(C)c(NC(=O)c4nccnc4N)c3)cc2C(F)(F)F)CC1	-1	12
Cc1onc(-c2c(Cl)cccc2Cl)c1C(=O)O/N=C(\C#N)c1ccccc1	2	5
Cc1nn(-c2ccccc2)nc1CNC(=O)c1ncoc1-c1ccccc1	5	3
O=C(CC1SC(=Nc2ccc(OC(F)F)cc2)N(CCN2CCOCC2)C1=O)Nc1ccccc1 (stereo not drawn)	-5	10
O=C(/C=C/c1ccc(F)cc1)NC(=S)NNC(=O)c1cnccn1	-14	8
COc1cccc(CNC(=O)C2CCC(CNc3c(N4CCC(C)CC4)c(=O)c3=O)CC2)c1 (stereo not drawn)	25	6
N#Cc1nnn(-c2cc(Cl)cc(Cl)c2)c1N	5	5
COc1ccc(OCC(O)CNCCNc2nccc(C(F)(F)F)n2)cc1 (stereo not drawn)	3	7
NS(=O)(=O)c1ccc(N/N=C/c2ccc(O)cc2O)c([N+](=O)[O-])c1	13	7
COCCNC(=O)/C(C#N)=C/c1cccs1	9	6
NS(=O)(=O)c1ccc(NC(=O)CN2CCCc3ccccc32)cc1	3	6
O=C(N/N=C/c1ccncc1)c1nc2ccccc2c(=O)[nH]1	-31	6
COc1ccc(C2CC(C)=C(C#N)S(=O)(=O)C2C#N)cc1 (stereo not drawn)	-10	6

Complete entries as entered above. Order of values: Pf gamet viab	Avidin bead fluor
Record of `O=C(N/N=C/c1ccncc1)c1nc2ccccc2c(=O)[nH]1` → -31	6
Record of `Cc1nn(-c2ccccc2)nc1CNC(=O)c1ncoc1-c1ccccc1` → 5	3
Record of `CN(C)C(=S)Nc1ccc(Cl)cc1` → -18	9
Record of `N#Cc1nnn(-c2cc(Cl)cc(Cl)c2)c1N` → 5	5
Record of `Cc1onc(-c2c(Cl)cccc2Cl)c1C(=O)O/N=C(\C#N)c1ccccc1` → 2	5

A portion of the library; the hit share may differ from the screen's.
